GAA glycogen mod = qHTS Assay for Inhibitors and Activators of Human alpha-Glucosidase Cleavage of Glycogen. Lysosomal alpha-glucosidase (Homo sapiens), P10253. recombinant GAA, glycogen substrate, Amplex Red glucose oxidase fluorescence. Potency, µM (series often up to 76.4 µM), inactives show at the highest dose activity change, negative = inhibition, most hits filed as inhibitors. hit rate 0.38% among 300,000. AID 2100, 2009;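 further: 0% = full enzyme reaction and -100% = no-enzyme basal signal; the screen sought inhibitors and activators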
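Recombinant enzyme (4 nM final) with compounds titrated up to 77 uM and bovine liver glycogen (30 ug) in citrate pH 5.0, 0.01% Tween-20, 37 C 40 min. Released glucose detected by Amplex Red/glucose oxidase (Ex 573/Em 610); AC50 from Hill fits.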
aGlu spleen mod = qHTS Assay for Inhibitors and Activators of Human alpha-Glucosidase From Spleen Homogenate. Lysosomal alpha-glucosidase (Homo sapiens), P10253. human spleen homogenate, 4-MU-alpha-glucoside fluorescence. Potency, µM (highest dose often 79.9 µM), for the others: top-dose activity change, negative = inhibition, hits mostly inhibitors. hit rate 0.006% among 240,000. AID 2112, 2009;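 further: 0% = enzyme with vehicle and -100% = no enzyme basal signal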
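Enzyme source: human spleen homogenate, 1 ug/well. Buffer 50 mM citric acid/K phosphate pH 5.0, 0.01% Tween-20. 4-MU-alpha-glucoside 1 mM; 37 C x 40 min; NaOH/glycine stop; fluorescence.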
Tau fluor counter = Counterscreen qHTS for Inhibitors of Tau Fibril Formation, Fluorescence Polarization. tau K18 P301L Alexa594 fluorescence, heparin fibrillization. Potency, µM (titrated, usually from 57.7 µM), without a hit: top-dose activity change, negative = decrease. hit rate 0.93% among 280,000. AID 1463, 2008; further: on the % scale 0 is the no-effect control and ±100 the full control effect; nearly all actives have a fitted effect of over 55% in size
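Human tau K18 P301L (15 uM unlabeled, 0.24 uM Alexa 594-labeled) in 100 mM sodium acetate pH 7 with 20 uM heparin, 6 hr at 37 C. ThT 30 uM added, 1 hr ambient; Alexa 594 FP and total fluorescence read at 555/632 nm.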
aGal spleen mod = qHTS Assay for Inhibitors and Activators of Human alpha-Galactosidase From Spleen Homogenate; Alpha-galactosidase A (Homo sapiens), P06280; human spleen homogenate, 4MU-alpha-Gal fluorescence, 40 min; Potency, µM (highest dose often 80 µM), for the others: at the highest dose activity change, negative = inhibition, hits mostly inhibitors; hit rate 0.008% among 240,000; AID 2107, 2009;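 further: 0% = enzyme with vehicle and -100% = no enzyme basal signal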
Target sequence (P06280 32-429 limits assumed): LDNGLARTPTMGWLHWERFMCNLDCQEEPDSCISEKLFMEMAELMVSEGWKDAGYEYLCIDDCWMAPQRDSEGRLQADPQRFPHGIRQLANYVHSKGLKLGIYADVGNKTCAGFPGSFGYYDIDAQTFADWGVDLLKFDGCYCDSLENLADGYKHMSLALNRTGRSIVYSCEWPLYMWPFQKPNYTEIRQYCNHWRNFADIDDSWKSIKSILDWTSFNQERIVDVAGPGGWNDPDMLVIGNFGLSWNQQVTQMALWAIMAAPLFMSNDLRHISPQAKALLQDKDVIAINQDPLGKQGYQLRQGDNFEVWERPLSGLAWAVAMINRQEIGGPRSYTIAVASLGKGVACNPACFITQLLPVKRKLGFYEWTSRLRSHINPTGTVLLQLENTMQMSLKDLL
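Fluorogenic readout (Ex 365/Em 440 nm) of 4-methylumbelliferone released from 1 mM 4-MU-alpha-galactoside by spleen homogenate, 40 min at 37C, pH 5.0. Data normalized to no-enzyme and enzyme controls; Hill-equation AC50 from compound titrations.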
GAA inhib = qHTS Assay for Inhibitors of Human alpha-Glucosidase as a Potential Chaperone Treatment of Pompe Disease; Lysosomal alpha-glucosidase (Homo sapiens), P10253; purified human GAA, 4-MU-alpha-glucoside fluorescence; Potency, µM (doses to about 76.9 µM), without a hit: at the top dose activity change, negative = inhibition, hits mostly inhibitors; hit rate 0.005% among 200,000; AID 1466, 2008;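 further: plate controls were uninhibited enzyme wells for no effect and no-enzyme background for full effect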
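qHTS format, compound range up to 77 uM. Human lysosomal enzyme at 4 nM, 400 uM 4-MU glucoside substrate, pH 5.0, 20 min room temperature; fluorescence after alkaline stop gives activity normalized to controls.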
NPSR antagonist = qHTS Assay for Antagonists of the Neuropeptide S Receptor: cAMP Signal Transduction | Q6W5P4 | CHO-NPSR cells, cAMP TR-FRET, antagonist mode | Potency, µM (doses to about 38.3 µM), for the others: top-dose activity change, negative = inhibition, actives largely listed as inhibitors | hit rate 1% among 220,000; further: on the % scale 0 is the no-effect control and ±100 the full control effect; nearly all actives have a fitted effect of over 50% in size; many of its hits are not listed in these tables
Target sequence (Q6W5P4 whole entry, looked up): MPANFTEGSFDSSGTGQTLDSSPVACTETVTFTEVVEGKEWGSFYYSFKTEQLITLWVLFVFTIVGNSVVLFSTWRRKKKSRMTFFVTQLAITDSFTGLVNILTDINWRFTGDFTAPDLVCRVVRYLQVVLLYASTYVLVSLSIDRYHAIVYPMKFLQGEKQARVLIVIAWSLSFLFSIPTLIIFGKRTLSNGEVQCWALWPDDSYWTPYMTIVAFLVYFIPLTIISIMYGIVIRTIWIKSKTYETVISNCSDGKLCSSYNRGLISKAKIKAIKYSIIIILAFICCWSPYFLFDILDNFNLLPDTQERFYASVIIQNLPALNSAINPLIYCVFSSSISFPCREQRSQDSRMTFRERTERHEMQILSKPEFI
ALDH1A1 block = qHTS Assay for Inhibitors of Aldehyde Dehydrogenase 1 (ALDH1A1) | hit rate 7.3% among 220,000 | Potency, µM (highest dose often 75.3 µM), inactives show top-dose activity, negative = inhibition, most hits filed as inhibitors | Purified ALDH1A1, NADH fluorescence, propionaldehyde substrate | Aldehyde dehydrogenase 1A1 (Homo sapiens), P00352; active means well fitted inhibition curve with a large enough effect, not every such curve was filed as active; inconclusive means small, poorly fitted or top-dose-only effect, or another doubt; inactive means no such curve, though single readings can be large or run the other way;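 further: plate controls were no enzyme wells and a reference inhibitor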
Epigenetic derep = Quantitative High-Throughput Screen for Regulators of Epigenetic Control; murine LDR cells, GFP reporter derepression, 30 h; Potency, µM (highest dose often 53.9 µM), inactives show top-dose GFP activation, most hits filed as activators; hit rate 0.2% among 280,000; further: % of control where 0% means no effect; nearly all actives have a fitted effect of over 60% in size
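In this reporter-derepression format, murine cells bearing a silenced integrated CMV-GFP locus incubate with test compound (30 h, 37 C), then are washed and imaged; fluorescent objects of 20–120 um count as induced cells.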
* = called active by the depositor; u = inconclusive; x = no result given; & = joins results of further samples; [ ] = remark or other dose. Unless noted, the call rests on the fitted dose curve; in most records, active means well fitted curve in the direction sought with a large enough effect; inconclusive means small, poorly fitted or top-dose-only effect, or another doubt; inactive means no such curve, though single readings can be large; an effect the other way counts as inactive or inconclusive. Potency means the concentration at half of the fitted maximal effect.

canonical_smiles	GAA glycogen mod	aGlu spleen mod	GAA inhib	Tau fluor counter	NPSR antagonist	aGal spleen mod	ALDH1A1 block	Epigenetic derep
CC(C)(C)NC(=O)CN(Cc1ccc(F)cc1)C(=O)Cn1nnc(-c2ccc(F)cc2)n1	-2%	-4%	4%	-15%	-30%	0%	-2%	0.0%
CC(OC(=O)c1cccnc1Cl)C(=O)Nc1ccc2c(c1)OCCO2 (configuration not stated)	-14%	4%	4%	3%	0%	4%	0%	3.4%
Cc1csc(NC(=O)C2CCCN2C(=O)Oc2ccccc2)n1 (configuration not stated)	3%	-3%	-6%	3%	9%[46.1 µM]	-1%	2%	-2.1%
COc1ccccc1C(=O)Oc1ccc(C(C)(C)C)cc1	-2%	-14%	-2%	-21%	u	-11%	-3%	0.7%
CC1=Nn2c(nnc2-c2ccccn2)SC1	4%	-7%	-2%	1%	8%[46.1 µM]	9%	3%	-2.0%
CCc1cc2c(N3CCN(c4nnc(CC)s4)CC3)ncnc2s1	6%	-9%	-1%	4%	-26%[46.1 µM]	0%	u	0.0%
CC12C=C(/C=C/c3ccc(Br)cc3)C(C)(C1)[C@H](c1ccc(Br)cc1)CC2=O (some centres not stated)	x	5%	x	-8%	x	-5%	2%	-1.1%
O=C(Cc1ccccc1)NC1CCN(C(=O)NCc2ccccc2)CC1	1%	-1%	-6%	9%	-9%[46.1 µM]	4%	3%	-1.0%
CCn1c(=O)n(CC)c2cc(S(=O)(=O)N3CCC(c4ccccc4)CC3)ccc21	-15%	-6%	-11%	-2%	-14%[46.1 µM]	3%	u	2.0%
Cc1cc(C)cc(NC(=O)c2ccccc2CC[N+](=O)[O-])c1	-2%	-7%	0%	-2%	-16%[46.1 µM]	-9%	2.8µM*	-6.1%
Fc1ccccc1COc1ccc(Br)cc1CNCC1CCCO1 (configuration not stated)	11%	4%	-2%	6%	-9%	-6%	-1%	-2.6%
Cc1ccc(S(=O)(=O)N(CC(O)CN2CCOCC2)c2cc(Cl)ccc2Cl)cc1 (configuration not stated)	2%	1%	u	-4%	-16%[46.1 µM]	-1%	-5%	-1.0%

The listing continues:
canonical_smiles	GAA glycogen mod	aGlu spleen mod	GAA inhib	Tau fluor counter	NPSR antagonist	aGal spleen mod	ALDH1A1 block	Epigenetic derep
CS(=O)(=O)N(CC(=O)N1CCCC1)c1cccc(Cl)c1	1%	2%	0%	1%	11%[7.67 µM]	-5%	-4%	-0.9%
Cc1cccc(NC(=O)C2C(c3ccccc3)C2(Cl)Cl)c1C (configuration not stated)	-1%	-3%	-6%	-13%	-26%[46.1 µM]	0%	4%	0.8%
COC(=O)c1ccc2c(=O)n(CCCCCC(=O)O)c(=S)[nH]c2c1	-7%	-2%	-4%	-1%	-16%	-1%	14µM*	0.2%
Cc1ccsc1/C=N/NC(=O)C1C(=O)NCC1c1ccccc1 (configuration not stated)	-3%	8%	-6%[15.4 µM]	-3%	-22%	-2%	5%	0.5%
O=C(O)CCCC(=O)Nc1ccccc1Oc1ccccc1	10%	0%	0%	-8%	-12%	-4%	13%	5.4%
CC(=O)c1ccc2c(c1)Nc1ccccc1S2	31µM*	-5%	-2%	u	2%[46.1 µM]	-10%	14%	0.0%
COc1cccc(NC(=O)c2ccc(-c3ccccc3[N+](=O)[O-])o2)c1	4%	x	-14%	u	-16%	-5%	u	13%
CC(C)CCNC(=O)c1c(CSc2ccccc2)noc1C(=O)NCc1ccccc1	-5%	4%	x	-20%	-39%	-4%	x	-2.0%
c1ccc(C2CN3CCSC3=N2)cc1 (configuration not stated)	3%	7%&10%&-3%	3%	-5%&-4%&10%	-12%[46.1 µM]	-17%&8%&-8%	-3%&0%	-1.2%&-1.3%&-4.4%
COCCNC(=O)CN1CCC(NC(=O)C(C)(C)C)CC1	7%	4%	0%	-6%	5%[46.1 µM]	-8%	16%	1.0%
O=C(NCc1ccco1)c1ccc(N2CCOCC2)c([N+](=O)[O-])c1	-8%	4%	-6%	7%	5%	7%	u	-1.3%
CCCC(=O)C1=C(O)C(C(=O)OC)C(C)(C)CC1=Nc1ccccc1 (configuration not stated)	-3%	6%	-1%	2%	u	8%	5%	1.2%

Whole records, looked up by structure. Order of screens: GAA glycogen mod	aGlu spleen mod	GAA inhib	Tau fluor counter	NPSR antagonist	aGal spleen mod	ALDH1A1 block	Epigenetic derep
Entry for CC(C)CCNC(=O)c1c(CSc2ccccc2)noc1C(=O)NCc1ccccc1 → -5%	4%	x	-20%	-39%	-4%	x	-2.0%
Entry for O=C(O)CCCC(=O)Nc1ccccc1Oc1ccccc1 → 10%	0%	0%	-8%	-12%	-4%	13%	5.4%
Entry for Cc1cccc(NC(=O)C2C(c3ccccc3)C2(Cl)Cl)c1C (configuration not stated) → -1%	-3%	-6%	-13%	-26%[46.1 µM]	0%	4%	0.8%

Going on with the list.
canonical_smiles	GAA glycogen mod	aGlu spleen mod	GAA inhib	Tau fluor counter	NPSR antagonist	aGal spleen mod	ALDH1A1 block	Epigenetic derep
O=C(CN1C(=O)c2ccccc2C1=O)Nc1ccccc1C(=O)N1CCCC1	-7%	-6%	-5%	-6%	7%[46.1 µM]	1%	4%	0.0%
CC(Sc1nnc2ccccn12)C(=O)Nc1ccc2c(c1)OCCO2 (configuration not stated)	-6%	-1%	3%	-2%	13%	-8%	0%	1.1%
Cc1ccc(NC(=O)CN(C)S(=O)(=O)c2cccc3nsnc23)cc1C	4%	3%	-2%	-23%	-5%[46.1 µM]	5%	1%	0.8%
CN1c2ccccc2N(C)C1c1ccc2c(c1)OCO2	4%	7%	-3%	12%	4%[46.1 µM]	-4%	-1%	0.0%
Cc1cccc(C)c1NC(=O)C(NC(=O)c1ccccn1)c1ccc([N+](=O)[O-])cc1 (configuration not stated)	3%	-3%	-11%	-21%	-13%[46.1 µM]	2%	-10%	3.5%
Cc1nc(C)c(Cc2ccccc2Cl)c(=O)[nH]1	12%	-3%	0%	3%	2%	-2%	-5%	-2.0%
COc1ccc(OC)c(-c2csc(N3CCC(c4ccccc4)CC3)n2)c1	-1%	2%	-2%	-25%	-9%	-8%	8%	0.6%
COc1ccc(NC(=O)/C=C/c2ccco2)cn1	9%	-8%	-2%	-9%	-5%	-1%	7.1µM*	0.0%
CC1CC(C)CN(C(=O)c2ccc3c(c2)N(Cc2ccccc2)CCS3)C1 (configuration not stated)	7%	-1%	-7%	-30%	u	6%	u	-0.2%
O=C(N/C(=C/c1ccco1)C(=O)N1CCc2ccccc21)c1ccco1	-21%	-2%	x	-16%	-7%	-9%	x	1.1%
CC(CN1CCN(c2ccccc2)CC1)c1ccccc1 (configuration not stated)	7%	6%	-8%	-12%	-8%[46.1 µM]	8%	u	3.1%
COc1c(O)cc2c(c1O)C(=O)CC(c1ccccc1)O2 (configuration not stated)	-20%	6%	x	-17%	21%	5%	-4%	0.0%

Other structures:
canonical_smiles	GAA glycogen mod	aGlu spleen mod	GAA inhib	Tau fluor counter	NPSR antagonist	aGal spleen mod	ALDH1A1 block	Epigenetic derep
Cn1c(Cn2c(=O)sc3ccccc32)nnc1SCC(=O)NCc1ccc2c(c1)OCO2	-1%	-3%	-5%	1%	-11%[46.1 µM]	1%	4%	0.0%
Fc1ccccc1CN1CCCCCCC1	0%	-1%	0%	3%	-4%[46.1 µM]	-1%	14µM*	0.0%
COc1ccc(/C=N/NC(=O)c2cccnc2)cc1CN1CCN(c2ccc(F)cc2)CC1	-5%	2%	-2%	-24%	-9%	-1%	4%	-1.8%
CCOC(=O)C1C(=O)CC(C)(O)C(C(=O)OCC)C1c1cccs1 (configuration not stated)	4%	-6%	-5%	-5%	-23%[46.1 µM]	-1%	-2%	1.0%
Cc1ccc(C(=O)NC(C)c2ccccc2)cc1Br (configuration not stated)	-4%	3%	3%	4%	11%	4%	-2%	0.0%
CCOc1ccc2nc(SCC(=O)Nc3nonc3C)[nH]c2c1	9%	4%	-2%	-22%	-8%	0%	-2%	0.1%
CCNC(=S)NNC(=O)c1ccccc1Cl	-1%	0%	7%	6%	11%	3%	16%	0.0%
COc1cc2c3nnc(-c4ccc(F)cc4)c-3cn(Cc3cccc(F)c3)c2cc1OC	2%	1%	-1%	-18%	1%	2%	11%	7.1µM*
CCOC(=O)C1=c2/c(=C/c3ccncc3)c(N)c(C(=O)OC)n2C(=O)C(c2ccncc2)S1 (configuration not stated)	-9%	-17%	-4%	-13%	-28%	0%	16%	-0.1%
CC(C)N(CCc1ccncc1)C(=O)Nc1ccc(F)cc1	5%	-6%	2%[15.4 µM]	2%	-7%[46.1 µM]	-4%	5%	1.7%
O=C(COCC(=O)N/N=C/c1ccccc1F)N/N=C/c1ccccc1F	-9%	10%	-2%	2%	17%	8%	u	-1.0%
Cn1c(Cn2c(=O)sc3ccccc32)nnc1SCc1cccc(F)c1	1%	-4%	5%	1%	-6%[46.1 µM]	0%	1%	2.0%

(more compounds)
canonical_smiles	GAA glycogen mod	aGlu spleen mod	GAA inhib	Tau fluor counter	NPSR antagonist	aGal spleen mod	ALDH1A1 block	Epigenetic derep
CCOC(=O)/C(=N\NC(=O)c1ccccc1)c1ccccc1	-12%	-3%	-1%	-12%	-24%[46.1 µM]	-2%	-2%	-0.3%
Cc1ccc(-c2ccc(/C=C/C(=O)c3ccccc3)o2)cc1	-6%	-7%	-3%	-15%	-36%	-10%	3.2µM*	0.0%
CC(C)CC(N=C1NC(C)(C)Cc2ccccc21)C(=O)O (configuration not stated)	1%	5%	7%	5%	-14%[46.1 µM]	3%	-13%	9.4%
OC(COc1cccc(OCC(O)CN2CCCC2)c1)CN1CCCC1 (configuration not stated)	4%	2%	-2%	-3%	-2%[46.1 µM]	-2%	-4%	0.2%

A portion of the library (hit frequency here may not be typical).
